Screening data as filed in PubChem BioAssay.
EPAC2 antag = EPAC2 (human) antagonism; Q8WZA2; EPAC2 GEF exchange of Rap1B-BODIPY-GDP, fluorescence; Potency, µM (highest dose often 114 µM), inactives show at the highest dose activity, negative = inhibition, usual class: inhibitors; hit rate 0.18% among 360,000; note: potency is the fitted concentration of half-maximal effect; % is set by controls: 0 for no effect and ±100 for the full control effect; nearly all actives have a fitted effect of over 45% in size; many of its hits are not listed in these tables
Target sequence (Q8WZA2 whole entry, looked up): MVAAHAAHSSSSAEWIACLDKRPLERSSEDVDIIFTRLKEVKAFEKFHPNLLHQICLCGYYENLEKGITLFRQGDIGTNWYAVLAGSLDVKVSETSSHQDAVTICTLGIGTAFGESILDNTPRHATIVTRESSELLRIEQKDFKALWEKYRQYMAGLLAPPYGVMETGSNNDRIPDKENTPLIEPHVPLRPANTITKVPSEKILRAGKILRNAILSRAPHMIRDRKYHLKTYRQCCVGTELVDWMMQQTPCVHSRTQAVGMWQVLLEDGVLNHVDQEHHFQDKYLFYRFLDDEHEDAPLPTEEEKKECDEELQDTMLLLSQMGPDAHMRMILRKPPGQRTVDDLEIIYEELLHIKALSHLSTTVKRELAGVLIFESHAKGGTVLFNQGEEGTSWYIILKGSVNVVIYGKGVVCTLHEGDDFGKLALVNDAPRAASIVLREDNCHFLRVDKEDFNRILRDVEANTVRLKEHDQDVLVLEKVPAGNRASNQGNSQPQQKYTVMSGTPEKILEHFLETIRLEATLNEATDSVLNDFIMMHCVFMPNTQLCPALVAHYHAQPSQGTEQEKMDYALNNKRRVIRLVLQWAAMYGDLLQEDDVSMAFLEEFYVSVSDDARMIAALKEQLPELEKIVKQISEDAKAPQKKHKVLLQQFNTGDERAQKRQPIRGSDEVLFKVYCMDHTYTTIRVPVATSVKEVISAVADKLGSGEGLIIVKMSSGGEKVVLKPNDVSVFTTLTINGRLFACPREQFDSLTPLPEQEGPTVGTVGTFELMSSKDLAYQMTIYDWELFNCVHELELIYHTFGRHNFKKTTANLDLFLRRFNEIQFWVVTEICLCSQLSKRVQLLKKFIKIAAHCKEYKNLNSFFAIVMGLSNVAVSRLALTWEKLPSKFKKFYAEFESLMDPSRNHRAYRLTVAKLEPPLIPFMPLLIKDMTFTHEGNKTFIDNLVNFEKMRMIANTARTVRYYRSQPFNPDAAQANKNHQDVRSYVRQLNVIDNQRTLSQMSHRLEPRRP
Nrf2 activator = Nrf2 pathway activation. AREc32 ARE-luciferase reporter (MCF7-derived line), luminescence, 24 h. hit rate 0.31% among 410,000. AID 624171. Potency, µM (series often up to 46.1 µM), without a hit: top-dose activation, hits mostly activators; note: potency is the fitted concentration of half-maximal effect; % of control where 0% means no effect; nearly all actives have a fitted effect of over 65% in size
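Luminescent ARE reporter assay in AREc32_Fluc cells: overnight plating at 37 deg C, 24 hr compound incubation, Steady-Glo added, 30 min RT before reading.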
EPAC2 agonist = activates human EPAC2 exchange factor; Q8WZA2; EPAC2 activation, biochemical qHTS; response scale: 100% = 6.5 mM cAMP response; Potency, µM (titrated, usually from 154 µM), inactives show at the top dose activation, actives largely listed as activators; hit rate 0.079% among 360,000; note: potency is the fitted concentration of half-maximal effect; nearly all actives have a fitted effect of over 50% in size
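Setup: EPAC2 100 nM, labeled Rap1B complex 250 nM, free GDP 50 uM. Compound titrations pinned in, brief spin, 5 min room temperature incubation. Kinetic fluorescence read over 30 min, normalized to 6.5 mM cAMP.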
CCT modulator = cytosolic chaperonin activity modulation | purified chaperonin ATPase assay, HTRF ADP detection, 30 min | activity change, % (test concentration not listed), hits read low | hit rate 0.3% among 360,000 | AID 651819; in the data active = activity change below about -30%; note: % is set by controls: 0 for no effect and ±100 for the full control effect
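Nucleotide hydrolysis assay: TRiC at 20–40 nM final (set by batch activity) with 10 uM ATP, 30 min at 37 °C, in presence of 76 uM compound. Detection by competitive ADP HTRF, 30 min ambient.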
A549 tox = kills or reduces viability of A549 cells in Nrf2 counter-screen | hit rate 0.16% among 390,000 | Potency, µM (highest dose often 46 µM), for the others: at the top dose activity change, negative = cytotoxicity, hits mostly inhibitors | A549 ARE-Fluc cells, CellTiter-Fluor viability, 18-24 h | AID 504648; note: potency is the fitted concentration of half-maximal effect; % is set by controls: 0 for no effect and ±100 for the full control effect
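Cytotoxicity counterscreen: CellTiter-Fluor fluorescence was measured in A549 ARE_Fluc cells after 18-24 h of compound exposure in a concentration series. The subsequent BugLite luminescent read reports ARE-luciferase activity.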
Nrf2 inh = inhibitors of Nrf2 signaling | hit rate 2.1% among 360,000 | Potency, µM (doses to about 46 µM), without a hit: at the top dose activity change, negative = inhibition, hits mostly inhibitors | A549 ARE-Fluc reporter, luciferase luminescence, 18-24 h; note: potency is the fitted concentration of half-maximal effect; % is set by controls: 0 for no effect and ±100 for the full control effect; nearly all actives have a fitted effect of over 60% in size
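Quantitative HTS in A549 cells stably bearing an antioxidant response element-firefly luciferase construct. Inhibition of Nrf2-driven transcription was scored by luminescence after 18-24 h of compound exposure at 37 °C.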
MmCpn inh = inhibitors of Methanococcus maripaludis chaperonin (MmCpn); purified Mm-Cpn ATPase, ADP Transcreener TR-FRET; hit rate 0.031% among 330,000; AID 504842; Potency, µM (highest dose often 76.9 µM), without a hit: top-dose activity, negative = inhibition, most hits filed as inhibitors; note: potency is the fitted concentration of half-maximal effect; % is set by controls: 0 for no effect and ±100 for the full control effect; nearly all actives have a fitted effect of over 80% in size
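Inhibition of chaperonin ATP hydrolysis is measured as reduced ADP production, detected by competitive TR-FRET in which signal falls with ADP. Final enzyme 25 nM and ATP 10 uM, reacted 30 min at 37°C.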
pAkt inh = Akt phosphorylation inhibition | Neuro2A IGF-stimulated pAkt S473 HTRF, 20 min; stronger effect = lower value | activity change, % for hits at 50 µM | hit rate 0.32% among 360,000 | AID 651550; in the data active = activity change below about -80%; inconclusive = mostly about -51% to -80%; note: % is set by controls: 0 for no effect and ±100 for the full control effect
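Single-point screen (50 µM final compound) in Neuro2A cells stimulated 20 min with 6 nM IGF at 37 deg C. After lysis, Ser473-phosphorylated Akt read by HTRF (ex 330 nm, em 615/665 nm) as the 665/615 ratio.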
TGFb inhibitor = blocks TGF-b signaling | HepG2 CAGA-GFP TGF-b/SMAD3 reporter, GFP fluorescence, 18 h; TGF-beta stimulated, 500 pg/mL final | Potency, µM (series often up to 46.1 µM), for the others: at the top dose activity, negative = inhibition, usual class: inhibitors | hit rate 1.2% among 410,000; note: potency is the fitted concentration of half-maximal effect; % is set by controls: 0 for no effect and ±100 for the full control effect; nearly all actives have a fitted effect of over 65% in size
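Read-out: total well GFP (ex488/em500-530) summed from mean per-cell fluorescence. Cells: HEPG2 CAGA-GFP, 1% FBS DMEM, 18 h at 37 degrees C with 500 pg/mL final TGF-beta. Unstimulated wells served as the full-inhibition control; stimulated DMSO wells = 0%.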
The depositor's hits bear a star; i = inactive; u = inconclusive; x = not tested or not shown; [ ] = remark or other dose. Unless noted, calls come from the whole dose curve; as a rule, active = well fitted curve in the direction sought with a large enough effect; inconclusive = small, poorly fitted or top-dose-only effect, or another doubt; inactive = no such curve, though single readings can be large; an effect the other way counts as inactive or inconclusive.

SMILES	EPAC2 antag	Nrf2 activator	EPAC2 agonist	CCT modulator	A549 tox	Nrf2 inh	MmCpn inh	pAkt inh	TGFb inhibitor
Cn1cccc1Cc1nnc(SCC(=O)N2CCc3ccccc32)n1CCc1ccccc1	-11.8%	-0.8%	12.6%	0.9	-4.6%	12.3%	-12.2%	i	9.8%
CCn1c(SCC(=O)C(C)(C)C)nnc1-c1ccccn1	1.9%	2.6%	15.3%	-1.6	15.4%	12.1%	0.6%	i	-10.7%
O=C(NCC(F)(F)F)c1csc([C@@H]2O[C@H](CO)[C@H](O)[C@H](O)[C@H]2O)n1	7.9%	-0.1%	9.2%	1.0	x	x	x	i	31.3%[activator]
COc1ccc(NS(=O)(=O)c2ccc(O)c(NC(=O)c3ccc(S(=O)(=O)N4CCCCCC4)cc3)c2)cc1	13.4%	0.3%	-3.0%	-2.1	-8.9%	9.0%	2.8%	i	-9.2%
Cc1nc2cc(NC(=O)NC(C)(C)C)ccc2n1C	3.6%[57.1 µM]	2.4%	4.8%	1.4	3.7%	9.5%	-9.8%	i	-1.0%
O=C(COC(=O)c1ccc(O)cc1O)c1ccc(Cl)cc1	-10.5%	2.6%	11.4%	0.7	-1.4%	1.4%	2.1%	i	u
C=CCN(CC=C)CCCOc1ccc(Br)cc1Cl	-14.1%	0.2%	-0.4%	-0.6	9.6%	12.9%	-6.0%	i	0.0%
CCCSc1nc2c(c(=O)n(C)c(=O)n2C)n1Cc1ccc(C)cc1	-3.5%	0.8%	-10.6%	0.4	-4.7%	u	1.4%	i	-5.3%
CSc1nc2nc3c(cc2c(=O)n1-c1ccc(C)cc1)COC(C)(C)C3	2.7%	0.1%	11.6%	-6.6	1.6%	-0.3%	-2.3%	i	-2.1%
Cc1cccc(NC(=O)C2CC(O)CN2C(=O)OCc2ccccc2)c1 (stereo not given)	4.8%	-0.3%	4.5%	-1.0	-2.0%	-3.1%	-1.6%	i	3.1%
COc1ccc(C2=NS(=O)(=O)N(C)C(C(=O)N3CCCCC3)=C2)cc1OC	-8.0%	8.5%	11.6%	-2.3	-4.3%	-9.9%	0.2%	i	-7.5%
CC(=O)C1=C(O)C(=O)N(c2cc(C(C)(C)C)on2)C1c1ccc(C(C)C)cc1 (stereo not given)	-11.4%	0.3%	-16.9%	-1.9	x	-2.5%	-1.2%	i	u
O=C(OCc1cn([C@@H]2C[C@H](c3ccc(Cl)cc3)N(C(=O)C3CCCCC3)C[C@H]2O)nn1)c1ccccc1	3.0%	2.5%	8.9%	1.1	x	x	x	i	u
CCc1nnc(SCc2nc(-c3ccc(OC)c(OC)c3)oc2C)c2cc3sc(C)cc3n12	x	2.8%	x	x	1.8%	1.4%	x	x	-29.2%
CCOC(=O)CN1N=C(/C=C/c2ccc(OCC)cc2)CCC1=O	-1.6%	-1.4%	2.3%	-8.1	-6.2%	7.7%	0.1%	i	19.3%
O=C(NCC(c1cccs1)N1CCOCC1)c1cn(-c2ccccc2)nc1-c1ccc(Cl)cc1 (stereo not given)	-7.9%	-0.9%	5.7%	-3.4	2.5%	u	0.5%	i	-4.5%
COc1ccccc1CCNC(=O)c1cc2ccccn2n1	x	3.4%	x	x	10.1%	u	x	x	-24.2%
CC1C(=O)N2CCCc3cc(NC(=O)c4ccccc4C(F)(F)F)cc1c32 (stereo not given)	4.0%	4.0%	5.5%	-0.9	0.0%	u	0.5%	i	29.5%
O=[N+]([O-])c1ccc(C[n+]2ccccc2)cc1	11.2%	-0.1%	12.3%	-0.6	0.0%	20.6µM*	-2.5%	i	-1.4%
COC(=O)C1=C(C)NC(C)=C(C(=O)OC)C1c1ccc(-c2cc(Cl)ccc2Cl)o1	-9.5%	4.1%	4.3%	-2.9	-3.1%	-16.2%	-0.2%	i	-14.6%
Cc1cc(C(=O)Nc2nnc(-c3ccccc3)s2)no1	-2.0%	0.3%	5.4%	-1.1	-8.0%	17.7%	-4.7%	i	-0.1%
N#CC1=C(N)Oc2n[nH]c(-c3ccccn3)c2C1c1c(F)cccc1Cl (stereo not given)	-2.1%	13.6%	11.9%	-1.3	2.9%	9.4%	0.1%	i	-0.4%
C/C(=N\OCC(=O)Nc1cc(C)cc(C)c1)c1ccc2c(c1)OCCO2	-2.3%	3.6%	5.7%	-0.5	0.0%	-13.7%	0.9%	i	u
COc1ccc(-c2nc3ccccc3s2)cc1NC(=O)c1cc2ccccc2o1	x	2.9%	x	x	1.7%	u	x	x	-3.2%
CCCC(=O)Nc1cccc(-c2nc3ccccc3o2)c1	4.6%	-0.8%	-6.5%	0.4	-4.7%	7.3%	-3.4%	i	-18.6%
Next entries.
SMILES	EPAC2 antag	Nrf2 activator	EPAC2 agonist	CCT modulator	A549 tox	Nrf2 inh	MmCpn inh	pAkt inh	TGFb inhibitor
COP(=O)(OC)c1ccc(NCc2cc(O)ccc2O)cc1	15.1%	u	-6.3%	0.8	u	0.2%	x	i	-12.2%
Cc1nn(C)c(C)c1CN(Cc1nc(-c2ccc(F)cc2F)oc1C)C1CC1	-1.9%	0.5%	-2.4%	-2.4	-4.1%	u	-4.0%	i	-25.9%
COCCCN1C(=O)C(CC(=O)NCCCN(C)C)CC(C(=O)N2CCOCC2)=C1C (stereo not given)	1.4%	-1.6%	5.5%	-0.9	x	x	x	i	5.4%
O=[N+]([O-])c1ccc(NN=Cc2ccccc2)nc1	-3.4%	7.2%	-0.3%	0.1	-11.7%	u	x	i	-10.7%
CN(CC(=O)Nc1cccnc1)S(=O)(=O)c1ccc(Br)cc1	7.2%	0.3%	13.8%	-0.2	-7.9%	-19.7%	-1.4%	i	18.6%
CCCCNC(=O)C1(C)CCN1C(=O)CSc1ccccc1 (stereo not given)	20.3%	-0.5%	3.5%	0.4	x	x	x	i	40.5%[activator]
CC1CCCCC12NC(=O)N(CC(=O)Nc1ccc(N3CCCCC3)cc1)C2=O (stereo not given)	9.6%	1.9%	6.3%	2.9	6.4%	14.1%	-1.2%	i	2.3%
O=[N+]([O-])c1ccc(C=Nc2ccccc2)cc1	3.6%	-0.1%	-1.7%	0.3	x	x	x	i	3.2%
O=C(COC(=O)C1C2CC3OC(=O)C1C3C2)Nc1ccc(Cl)cc1 (stereo not given)	1.9%	-0.2%	15.3%	-2.7	0.2%	u	0.5%	i	-11.9%
CCCc1ccc(OCc2nc(-c3ccc(NC(=O)c4ccco4)cc3)no2)cc1	7.0%	9.1%	-6.3%	0.3	-0.3%	-7.3%	-1.8%	i	-5.7%
COc1ccc(C(=O)N2CCC(CCC(=O)Nc3cccc(C)c3)CC2)cc1	-2.2%	-0.6%	-3.0%	-3.1	0.6%	20.5%	1.1%	i	0.0%
O=C(CCNS(=O)(=O)c1ccccc1)OCc1nc2ccsc2c(=O)[nH]1	2.6%	2.4%	-0.3%	0.2	-7.4%	6.9%	0.9%	i	-9.5%
Cc1cc(NC(=O)CCN2CCN(CCO)CC2)ccc1Br	-9.6%	-0.1%	1.9%	-2.4	5.0%	-8.6%	-0.2%	i	6.7%
O=C(CSc1nnc(-c2ccccc2F)o1)N1CCc2ccccc21	x	6.2%	x	x	0.1%	-7.5%	x	x	-2.6%
Cc1nc2c3ccccc3nc(NNC(=O)CCC(=O)O)n2n1	x	-0.2%	x	x	-7.3%	4.0%	x	x	-1.7%
O=C(CCCSc1nnc(SCCCC(=O)c2ccc(F)cc2)s1)c1ccc(F)cc1	12.8%	0.5%	9.5%	-4.4	-16.0%	u	0.1%	i	-35.7%
CCCCCOC(=O)Nc1ccc(S(=O)(=O)Nc2cccc([N+](=O)[O-])c2)cc1	-19.3%	3.2%	5.6%	-52.8*	-15.0%	u	0.4%	i	u
COc1ccc(OC)c(NC(=O)COC(=O)c2nc(Cl)ccc2Cl)c1	3.2%	-0.1%	5.3%	-0.1	-3.4%	-0.1%	3.3%	i	4.7%
Cc1cccc(NC(=O)CNC(=O)CN2C(=O)NC3(CCCc4ccccc43)C2=O)c1C (stereo not given)	1.0%	-0.7%	4.3%	-3.5	-9.5%	-1.8%	1.6%	i	-16.7%
CC(=O)c1ccc(N2CCN(c3ncnc4c3nc3n4CCCC3)CC2)cc1	x	0.0%	x	x	-5.3%	23.1µM*	x	x	u
Cc1cc(C(=O)NN)c(C)o1	3.9%	2.2%	7.4%	-0.8	11.1%	10.8%	-0.1%	i	-13.9%
COc1ccc(CC(N)c2csc(NC(=O)Nc3ccccc3-c3ccccc3)n2)cc1 (stereo not given)	15.3%	3.9%	0.4%	1.3	x	x	x	i	u
CCOc1ccccc1/C=C(\C(=O)O)c1ccc(S(=O)(=O)N2CCCCC2)s1	-7.8%	-0.5%	0.0%	0.9	-0.5%	-19.0%	0.9%	i	10.3%
Cc1ccc(N/N=C/c2ccc(N3CCOCC3)cc2)cc1C	5.1%	3.6%	9.3%	0.0	-2.8%	14.2%	0.3%	i	-1.9%
CCCCNc1nc2ccccc2nc1NS(=O)(=O)c1cccs1	-3.7%	1.1%	5.3%	-0.6	-0.8%	u	-1.9%	i	-18.2%
Cn1cc([N+](=O)[O-])c(C(=O)NCc2cc3cc(Cl)ccc3[nH]2)n1	1.9%	2.7%	-2.3%	0.4	0.9%	11.7%	0.3%	i	-2.3%
CC1CCc2c(C(=O)Nc3nccs3)csc2C1 (stereo not given)	15.2%	6.5%	-5.4%	-2.2	15.6%	u	-0.5%	i	1.8%
O=C(Cn1c2ccc(F)cc2c2nc3n(c(=O)c21)CCS3)Nc1ccc(Cl)cc1F	3.6%	-0.7%	1.7%	-3.0	-20.0%	-25.5%	-0.6%	i	u
COc1ccc(-c2cc(C(=O)N3CCN(c4ccccc4)CC3)no2)cc1OC	2.6%	0.5%	12.5%	0.9	-0.7%	-26.9%	1.3%	i	-27.5%
CCOCCN(C(=O)c1ccccc1Cl)c1cccc(C)c1C	14.6%	2.5%	5.0%	1.3	-9.3%	-3.7%	0.8%	i	u

Not all compounds are listed; the hit share may differ from the screen's.
